Screening results (PubChem)
PERK inh: inhibitors of human PERK kinase. actives 0.17% (n = 220,000). inhibition, % at 5.6 µM. Q9NZJ5. AID 1416. CHO PERK-DD fusion, SEAP luminescence translation reporter;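 active = inhibition above the mean inhibition of all tested compounds plus 3 SD, set separately per screening campaign, cut at about 2.9% in these data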;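 note: PERK kinase domain activated by AP20187 dimerizer at 100 nM; 0% = DMSO with dimerizer and 100% = rapamycin at 8.4 µM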
eIF4E-4G inh: eIF4E/eIF4G interaction inhibition in translation initiation. P63073+Q04637. TR-FRET eIF4E-eIF4GI(517-606) binding, 2 h. inhibition, % at 21.7 µM. actives 0.37% (n = 220,000). AID 782;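 active = inhibition above about 30%, limit read from the data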;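 note: 0% = full FRET control wells and 100% = background wells lacking eIF4GI fragment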
Mdm2 ligase inh: blocks human Mdm2 ubiquitin ligase activity; AID 1230; cell-based MDM2 ubiquitination luciferase reporter, 2 h; 0 = plate control, 100 = twice control, blank-subtracted; signal enhancement, % at 5 µM; actives 0.11% (n = 210,000);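 active = signal enhancement of 30% or more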;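 note: luminescence tracks abundance of the self-degrading MDM2-luciferase fusion protein; higher signal means inhibition of MDM2 E3 ligase activity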
Target sequence (Q00987 whole entry, looked up, the tested form may be a part): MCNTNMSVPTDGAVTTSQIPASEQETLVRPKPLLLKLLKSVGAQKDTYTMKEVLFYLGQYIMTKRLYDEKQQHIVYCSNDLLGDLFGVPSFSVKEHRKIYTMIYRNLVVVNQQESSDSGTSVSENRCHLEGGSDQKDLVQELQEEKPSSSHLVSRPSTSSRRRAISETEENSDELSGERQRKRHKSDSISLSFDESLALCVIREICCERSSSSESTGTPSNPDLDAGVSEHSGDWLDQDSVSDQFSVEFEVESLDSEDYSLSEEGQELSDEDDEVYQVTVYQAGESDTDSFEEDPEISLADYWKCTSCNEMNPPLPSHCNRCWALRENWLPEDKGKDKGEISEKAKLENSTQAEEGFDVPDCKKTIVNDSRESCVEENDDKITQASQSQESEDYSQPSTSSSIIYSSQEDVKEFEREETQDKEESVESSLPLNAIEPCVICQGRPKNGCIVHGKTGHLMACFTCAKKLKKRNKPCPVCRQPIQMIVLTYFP
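system = mammalian cells stably expressing self-ubiquitinating, self-degrading MDM2 E3–luciferase fusion | quantity = 2000 cells per well seeded | incubation = 4 h cell settling then 2 h compound exposure, 37 °C | signal = SteadyLite luminescence, 15 min reagent step | benchmarks = plate control and blank wells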
Cl transport mod: modulators of human KCC2 chloride dependent transport. B-score of Tl+ flux slope (higher = more flux/activation; lower = inhibition) at 10 µM. actives 2.2% (n = 190,000). KCC2 cells, thallium flux FluoZin-2 fluorescence. Q9H2X9;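 active = thallium flux slope and its plate-corrected score both differing from the plate sample mean at a set confidence after two filtering rounds, in either direction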;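 note: slope of fluorescence scaled to starting intensity during 10 to 20 s after thallium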
Rad51 HR inh: Rad51 (human) homologous recombination inhibition; actives 0.085% (n = 200,000); hRad51 DNA strand exchange, fluorescence dequenching; inhibition, % at 10 µM; Q06609;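 active = inhibition above 40% at the single screening dose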;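 note: 0% = DMSO control wells and 100% = blanks with heterologous ssDNA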
Target sequence (Q06609 whole entry, looked up): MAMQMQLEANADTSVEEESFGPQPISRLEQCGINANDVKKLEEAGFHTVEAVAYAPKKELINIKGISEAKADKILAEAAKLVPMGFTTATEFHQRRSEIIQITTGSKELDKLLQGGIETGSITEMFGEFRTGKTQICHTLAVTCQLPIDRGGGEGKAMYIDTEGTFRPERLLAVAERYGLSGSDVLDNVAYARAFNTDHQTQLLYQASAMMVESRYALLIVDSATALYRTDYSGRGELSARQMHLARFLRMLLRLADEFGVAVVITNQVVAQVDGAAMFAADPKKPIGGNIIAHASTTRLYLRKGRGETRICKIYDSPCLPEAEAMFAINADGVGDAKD
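Assay system: Human Rad51 nucleoprotein filaments preassembled on unlabelled ssDNA | Reagent: Donor/quencher-labelled 47-bp dsDNA substrate | Doses: One concentration, 10 µM final | Times: 37 °C 15-min filament assembly, 30-min compound preincubation, 15-min exchange | Technique: Fluorescein emission 520 nm, excitation 485 nm | Benchmarks: Plate control and blank wells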
zVAD death inh: L929 zVAD cell death inhibition | L929 zVAD necroptosis rescue, ATP luminescence, 24 h; with zVAD 60 µM | viability rescue, % at 10 µM | actives 0.38% (n = 220,000);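 active = activation, scaled between plate controls, above about 75%, limit read from the data; inactive = activation under that limit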;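 note: 0% = zVAD with DMSO and 100% = DMSO alone without zVAD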
Calpain2 inh: blocks pig calpain II enzyme activity | actives 0.37% (n = 220,000) | AID 1236 | purified calpain II, fluorogenic peptide substrate, 30 min | inhibition, % at 16 µM;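 active = inhibition above about 50%, limit read from the data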
EBV gp42 inh: blocks Epstein-Barr virus glycoprotein 42 binding | AID 1085 | Fluorescence polarization binding assay, mP read-out | Q1HVG2 | actives 0.42% (n = 220,000) | inhibition, % (tested at 21.74 µM); in the data active = inhibition above about 50%
Target sequence (Q1HVG2 whole entry, looked up): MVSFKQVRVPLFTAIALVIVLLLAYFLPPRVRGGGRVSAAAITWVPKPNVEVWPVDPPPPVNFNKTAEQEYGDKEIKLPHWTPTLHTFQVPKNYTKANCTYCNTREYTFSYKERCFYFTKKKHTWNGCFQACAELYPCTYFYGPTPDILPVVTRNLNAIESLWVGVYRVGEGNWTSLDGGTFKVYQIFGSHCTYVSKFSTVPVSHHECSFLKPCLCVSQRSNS
TNF necrop inh: blocks TNF-alpha induced death of Jurkat FADD-/- cells. AID 463075. Jurkat FADD-/- TNF necroptosis rescue, ATP luminescence, 24 h; 0 = TNF only, 100 = no-TNF cells. activation (protection from cell death), % at 10 µM. actives 0.068% (n = 220,000);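 active = activation, meaning protection from cell death, of at least 50% relative to plate controls; inactive = activation below 50%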;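 note: necroptosis triggered by 40 ng/mL TNF-alpha added together with compound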
* = called active by the depositor; . = no result given; & = joins results of further samples; [ ] = another dose, or the depositor's remark. These rows are one share of the data, so the mix of outcomes need not match the whole.

Value order – Rad51 HR inh | Calpain2 inh | eIF4E-4G inh | zVAD death inh | Mdm2 ligase inh | TNF necrop inh | EBV gp42 inh | PERK inh | Cl transport mod
(1) CN(C)[C@@H]1C(=O)C(C(N)=O)=C(O)[C@@]2(O)C(=O)C3=C(O)c4c(O)ccc(Cl)c4[C@@](C)(O)C3C[C@@H]12 (some centres not stated)
 : . | -130 | 3[fluorescence artefact?] | 1.8 | . | -4.1 | -6 | -0.7 | -0.55
(2) Cc1cc(C=C2C(=O)N(C)C(=S)N(C)C2=O)c(C)n1-c1cccnc1
 : -28 | -24 | 1 | -0.7 | -14 | -13 | -14 | 0.3 | -1.1
(3) CN1CCN(C(=O)COc2ccc(S(=O)(=O)NCc3ccccc3)cc2Cl)CC1
 : -6 | -38 | 6[fluorescence artefact?] | 1.1 | -20 | 0.5 | -17 | 0.3 | .
(4) CCn1c(O)c(C=NCCN2CCOCC2)c(=O)[nH]c1=S
 : 3 | 11 | 3 | 0.8 | -7 | -1.9 | -12 | 0.1 | 0.72
(5) O=C(COc1ccccc1)N1CCN(CC2CC3C=CC2C3)CC1 (configuration not stated)
 : -5 | 16 | -4 | 0.1 | -12 | 0.1 | 4 | 0.1 | 0.97
(6) CC(C)C(=O)Nc1ccc(N2CCN(C)CC2)c(F)c1
 : -9 | 19 | 4 | -0.2 | -10 | 0.5 | -16 | 0.4 | -0.7
(7) CCCCn1c(O)c(C=Nc2c(C)n(C)n(-c3ccccc3)c2=O)c(=O)[nH]c1=O
 : 0 | 6 | -11 | -0.1 | -13 | -1.9 | 1 | 0.0 | 0.92
(8) O=c1[nH]c(=O)n(C2CCCCC2)c(O)c1C=Nc1ccc(N2CCOCC2)cc1
 : . | -96 | 1[fluorescence artefact?] | 5.4 | 0 | 1.3 | -1 | 0.4 | 0.51
(9) O=C(c1ccccc1)C1CCCN(Cc2nc(-c3cnccn3)no2)C1 (configuration not stated)
 : 0 | -3 | -1 | -0.3 | -4 | 1.9 | 5 | -0.1 | 0.11
(10) Cc1ccccc1NC(=O)NCCN1CC1
 : 3 | 0 | -1 | -0.1 | -1 | -16 | -17 | 0.0 | -0.58
(11) O=C(Nc1ccc(Cl)cc1)O/N=C(\c1ccccc1)c1ccccn1
 : 6 | 24 | 3 | 0.1 | 10 | -5.0 | 9 | 1.1 | -0.89
(12) Cn1c(O)c(C=NCCN2CCOCC2)c(=O)n(C)c1=S
 : 6 | -11 | 1 | 0.0 | 1 | -0.4 | -1 | 1.6 | -0.4
(13) CCCCn1c(=O)c(C(=O)Nc2nnc(C(C)C)s2)c(O)c2ccccc21
 : 0 | -226 | 6 | -0.1 | -8 | -0.6 | -11 | -0.2 | -0.055
(14) O=C1NC(=O)N(c2ccccc2)C(=O)/C1=C\c1ccc([N+](=O)[O-])o1
 : -45 | 3 | 14 | 0.7 | -7 | -1.0 | -12 | 0.6 | -0.37
(15) CCc1ccc(NC(=O)CN2CC(c3ccccc3)CC2=O)cc1 (configuration not stated)
 : 13 | -7 | 4 | 0.3 | -9 | 5.4 | -8 | -0.1 | -0.35
(16) CCc1ccc(-n2c(O)c(C(C)=O)c(=O)[nH]c2=O)cc1 (tested in a mixture with another compound)
 : -5 | -2 | 2 | 0.2 | -10 | -0.6 | -17 | 0.3 | 0.41
(17) CCOC(=O)C1=C(C)OC(N)=C(C(=O)OC)C12C(=O)Nc1ccc(Br)cc12 (configuration not stated)
 : -7 | -9 | -4[fluorescence artefact?] | 0.2 | -2 | 0.3 | -9 | 0.6 | 0.34
(18) CCN(CC)c1ccc(CNCCc2ccccc2F)cc1
 : 15 | 15 | 5 | 1.3 | -4 | -0.3 | 4 | -0.2 | 0.24
(19) O=c1c(C=NCc2cccs2)c(O)n(C2CCCCC2)c(=O)n1C1CCCCC1
 : -1 | 2 | 1 | -0.5 | -3 | 0.1 | -10 | 0.8 | -3*
(20) O=c1[nH]c(=O)n(C2CCCCCC2)c(O)c1C=NCc1cccnc1
 : . | 27 | 1 | 1.2 | 2 | -0.7 | -13 | 0.6 | 0.66

Only zVAD death inh and Cl transport mod (4 entries from above):
item | Molecule | zVAD death inh | Cl transport mod
8 | O=c1[nH]c(=O)n(C2CCCCC2)c(O)c1C=Nc1ccc(N2CCOCC2)cc1 | 5.4 | 0.51
10 | Cc1ccccc1NC(=O)NCCN1CC1 | -0.1 | -0.58
4 | CCn1c(O)c(C=NCCN2CCOCC2)c(=O)[nH]c1=S | 0.8 | 0.72
20 | O=c1[nH]c(=O)n(C2CCCCCC2)c(O)c1C=NCc1cccnc1 | 1.2 | 0.66

Taken from above.
For Rad51 HR inh, compound 15 has the entry 13
For Mdm2 ligase inh, compound 7 has the entry -13
For Calpain2 inh, compound 1 has the entry -130
For Calpain2 inh, compound 10 has the entry 0

(cont.)
Value order – Rad51 HR inh | Calpain2 inh | eIF4E-4G inh | zVAD death inh | Mdm2 ligase inh | TNF necrop inh | EBV gp42 inh | PERK inh | Cl transport mod
(21) CCOc1cc(C=C2C(=O)NC(=O)NC2=O)cc([N+](=O)[O-])c1O
 : . | -5 | 2 | 1.7 | -9 | -1.0 | -8 | 0.9 | -1
(22) CCC1C2Cn3c(nc4ccccc43)C1N(C)O2 (configuration not stated)
 : -10 | -19 | -5 | 0.2 | -8 | 0.8 | -15 | . | -1.6
(23) O=C1c2ccccc2C(=O)N1Cc1nc2ccccc2c(=O)n1-c1ccccn1
 : -2 | 34 | 31* | -0.2 | -10 | -0.8 | -16 | 1.6 | .
(24) Clc1ccc(COC(Cn2ccnc2)c2ccc(Cl)cc2Cl)c(Cl)c1 (configuration not stated)
 : -3 | 58* | 5 | 0.0 | . | -3.4 | -13 | -0.7 | 0.34
(25) CCN1CCC2(CC1)NC(CO)(CO)CO2
 : 4 | -4 | 1[fluorescence artefact?] | 0.4 | -3 | -0.6 | -14 | 0.7 | 0.08
(26) COCCOC(=O)c1c(C)n(C)c2ccc(OC(=O)N(C)C)cc12
 : -1 | 0 | 2[fluorescence artefact?] | -0.4 | -6 | 0.3 | -21 | -0.8 | 0.49
(27) Cc1ccc(N2C(=O)NC(=O)/C(=C\c3ccsc3)C2=O)cc1C
 : -2 | -16 | 5 | 0.8 | -8 | 0.7 | -16 | 0.8 | 1.2
(28) O=c1[nH]c(=O)n(Cc2ccc(F)cc2)c(O)c1C=NCc1cccnc1
 : 7 | 32 | 1 | 0.1 | -15 | -0.9 | -15 | 1.1 | 4.4*
(29) CSCc1nnc2n1-c1ccc(Cl)cc1C(c1ccccc1)=NC2
 : 9 | 12 | 5 | 0.0 | 4 | 0.4 | -28 | 0.2 | 0.04
(30) Cc1ccc(CC2C(=O)N(C)C(=O)N(C)C2=O)s1
 : -7 | 1 | 4[fluorescence artefact?] | 0.2 | -14 | 0.1 | -7 | 0.4 | 0.36
(31) Cc1cc(C)n(CCOC(=O)C2C(C=C(Cl)Cl)C2(C)C)n1 (configuration not stated)
 : -3 | 12 | 4 | -0.1 | 1 | -1.4 | -6 | -0.1 | -0.32
(32) Cc1ccc(CS(=O)(=O)CCC(=O)N2CCC3(CC2)OCCO3)cc1
 : -1 | 20 | -4 | -0.3 | -3 | -0.8 | -24 | -0.3 | -0.091
(33) Cc1cccc(-n2c(/C=C/c3ccc([N+](=O)[O-])o3)nc3ccccc3c2=O)c1
 : -84 | -15 | 1 | 0.3 | -8 | -4.8 | 0 | -0.4 | 0.78
(34) CCOc1ccc(C2C(C#N)=C(N)Oc3c2c(=O)oc2ccccc32)cc1 (configuration not stated)
 : 2 | -8 | -4 | -0.2 | 22 | -1.0 | -2 | 1.9 | 0.9
(35) N#CC1=C(N)Oc2cc(O)ccc2C1c1ccc2c(c1)OCO2 (configuration not stated)
 : -9 | 24 | -1 | -0.8 | -13 | -2.9 | -1 | -0.1 | -0.19
(36) Cc1cc(C(=O)N2CCC3(CC2)OCCO3)cs1
 : -4 | -4 | 4 | -0.1 | -10 | -0.1 | -5 | 0.9 | 0.84
(37) COc1cccc(N2C(=O)NC(=O)/C(=C\c3ccc([N+](=O)[O-])s3)C2=O)c1
 : -8 | -1 | 9 | -0.5 | -2 | -1.7 | -17 | 1.4 | 0.37
(38) CC/C(=N\N1CCCCCC1)c1c(O)n(-c2ccc(C)cc2)c(=O)[nH]c1=O
 : 3 | 14 | -1 | -0.9 | -5 | 1.6 | 4 | -0.8 | 0.6
(39) CCC(C)n1c(O)c(C=NC(C)c2ccccc2)c(=O)[nH]c1=S (configuration not stated)
 : . | 34 | 2 | 0.0 | -25 | -1.1 | 1 | 1.9 | 1.8
(40) Cc1ccc(S(=O)(=O)NC(Cc2cnc[nH]2)C(=O)O)cc1 (configuration not stated)
 : 2 | -33 | 18 | 0.4 | -3 | 1.2 | -7 | 0.4 | -0.38
(41) C=CCN1C(=O)NC(=O)/C(=C\c2ccc(-c3ccccc3[N+](=O)[O-])o2)C1=O
 : -48 | -41 | 3 | 17 | -4 | -1.9 | -3 | 0.0 | -0.4
(42) COc1cc2c(cc1O)CC1c3c(cc(O)c(OC)c3-2)CCN1C (configuration not stated)
 : -3 | -81&-93 | -4&0 | 1.6&1.1 | -2&-3 | 4.4&4.2 | -8&-14 | -0.1&1.2 | -0.043&0.62
(43) O=C(c1ccccc1F)c1cn(CC(=O)N2CCCC2)c2ccccc12
 : -3 | -26 | 3 | -0.9 | -38 | 0.6 | -13 | 0.3 | 0.037
(44) O=P(NS(=O)(=O)c1ccc(Cl)cc1)(Oc1ccccc1)Oc1ccccc1
 : 5 | -21 | 4[fluorescence artefact?] | 0.6 | -12 | 0.6 | -6 | -0.5 | -0.035
(45) CC1CCCCN1Cc1ccc(Cl)nc1 (configuration not stated)
 : 28 | 17 | 3 | 3.1 | -2 | 0.8 | -8 | 0.7 | 0.65
(46) Cc1ccc(-n2c(O)c(/C=C/C=Nc3ccccc3)c(=O)[nH]c2=O)cc1
 : -306 | 14 | 10[fluorescence artefact?] | -0.5 | -10 | -7.6 | -275 | 0.5 | -0.0075
(47) COc1ccc(CC2c3cc(OC)c(OC)cc3CCN2C)cc1O (configuration not stated)
 : -1 | -17 | -4[fluorescence artefact?] | 0.8 | . | 0.5 | 6 | 0.1 | 1.2
(48) O=C(c1ccc(F)cc1)C(Cc1ccccc1)N1CCCCC1 (configuration not stated)
 : 5 | 19 | -2 | 1.7 | -14 | -1.2 | 2 | 0.7 | -0.88
(49) O=c1[nH]c(O)c(Cc2ccc3c(c2)OCO3)c(=O)[nH]1
 : -2 | 4 | 3 | -0.5 | -12 | 0.4 | 3 | 0.2 | -0.25
(50) O=C(NC1(C(F)(F)F)Oc2ccc(Cl)cc2O1)N1CCC2(CC1)OCCO2 (configuration not stated)
 : 4 | -30 | 3 | 0.2 | -17 | -19 | -15 | 1.1 | 0.053
(51) O=c1[nH]c(O)c(C=NC2CCCCC2)c(=O)[nH]1
 : -10 | 1 | 1 | 0.0 | -9 | 2.1 | 7 | 0.4 | 0.2
(52) CC12CN3CC(C)(CN(C1)P3(=O)Oc1ccccc1)C2=O (configuration not stated)
 : 4 | -17 | 1 | 0.7 | -20 | 0.6 | -8 | 0.2 | .
(53) CCc1ccc(CN2CCN(C(=O)Cc3ccccc3)CC2)cc1
 : . | 39 | 8 | -0.5 | -12 | -0.4 | -2 | -0.3 | -0.054
